# GPR35 arrestin U2OS – GPR35 antagonists blocking zaprinast-driven arrestin recruitment, primary screen, imaging, U2OS, beta-arrestin-GFP, zaprinast agonist (AID 2058) | U2OS GPR35 beta-arrestin-GFP translocation imaging, zaprinast antagonism; higher % means a stronger effect | inhibition, % at 10 µM, or IC50 in µM where a hit was titrated | hit rate 0.052% among 290,000;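 active means inhibition of at least 50% with at least 30 cells and total cytoplasm GFP at most 10,000,000; inconclusive means under 30 cells or total GFP of 10,000,000 plus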
# SV40 large T antigen – TAg ATPase/helicase activity blockers – biochemical (AID 1903); hit rate 0.39% among 310,000; inhibition, % at 20 µM, or IC50 in µM where a hit was titrated; SV40 large T antigen ATPase/helicase inhibition assay; higher % means a stronger effect; in the data active means a potency from the dose series; inconclusive means inhibition mostly from about 32% at the one dose, without a potency; inactive means the rest, 99 in 100 with inhibition below about 32%; further: strong numbers were not always called active
# Rac1 GTP hydrolysis – MgcRacGAP GTPase-activating activity inhibitors, confirmation, biochemical, ADP Hunter fluorescence; inhibition, % at 30 µM; hits with a dose series show IC50 in µM; MgcRacGAP-stimulated Rac1 GTP hydrolysis, ADP Hunter fluorescence; higher % means a stronger effect; GST-tagged Rac1 F28L mutant substrate; hit rate 0.6% among 340,000; AID 624330;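 active means first-screen hits whose inhibition reached a set limit at any dose in the follow-up dose series; inconclusive means inhibition above the set first-screen limit but never retested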;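 further: fluorescence reports GDP produced by GAP-driven GTP hydrolysis; strong numbers were not always called active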
# ER stress rescue – rescue of cells from ER stress-induced death, primary screen, 384-well, CSM14.1, thapsigargin, ATP luminescence (AID 1222) | cellular ATP content (survival), % at 20 µM; hits with a dose series show EC50 in µM | 190,000 tested, under 10 active | CSM14.1 thapsigargin-induced death rescue, ATP luminescence; higher % means a stronger effect;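 active means EC50 below 50 µM in the dose-response confirmation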;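 further: death triggered by thapsigargin at about 15 µM added after 2 h compound pretreatment; cell ATP read after overnight thapsigargin exposure of roughly 18 to 22 hours; normalized against plate controls of thapsigargin alone and 5% DMSO vehicle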
# RSV antiviral HEp-2 – RSV antiviral activity via CPE protection, HEp-2 cells, primary 10 µM value included (AID 2391); HEp-2 cells, RSV-induced CPE inhibition; higher % means a stronger effect; CPE inhibition, % at 10 µM; hits with a dose series show IC50 in µM; hit rate 0.13% among 310,000; in the data active means a potency from the dose series; inconclusive means CPE inhibition mostly from about 23% at the one dose, without a potency; inactive means the rest, 99 in 100 with CPE inhibition below about 21%; further: strong numbers were not always called active
# NS5 inhibitors – flavivirus cap methylation enzyme inhibition – biochemical, confirmation dose response, primary screen (AID 588689); one-dose inhibition, % at 25 µM; IC50 in µM for titrated hits; hit rate 0.3% among 340,000; Dengue-2 NS5 methyltransferase capping enzyme assay, biochemical; higher % means a stronger effect; in the data active means a potency from the dose series; inconclusive means inhibition above about 29% without an active follow-up result
# Salmonella PhoP GFP – inhibitors of PhoP regulon expression, primary screen, Salmonella Typhimurium, GFP reporter (AID 1863); one-dose inhibition, % at 50 µM; IC50 in µM for titrated hits; S. Typhimurium PhoP-regulated promoter GFP reporter, 4 h; higher % means a stronger effect; hit rate 0.16% among 300,000;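 active means inhibition over 29.93%, a cutoff 3 SD above the screen mean, later confirmed by dose response; inconclusive means inhibition over 29.93% but no dose response follow-up; inactive means inhibition at most 29.93% or unconfirmed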;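 further: 0% = low Mg2+ inducing control and 100% = high Mg2+ repressing control; strong numbers were not always called active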
# LYP phosphatase – inhibitors of LYP phosphatase, biochemical, fluorescence intensity, uHTS (AID 1779) | recombinant LYP phosphatase, fluorescence intensity; higher % means a stronger effect | inhibition, % at 11.5 µM; hits with a dose series show IC50 in µM | hit rate 0.054% among 290,000; in the data active means inhibition above about 50%;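 further: plate controls were vehicle with enzyme for no effect and no enzyme for full effect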
# West Nile antiviral – West Nile virus antiviral activity, cell-based, CPE readout (AID 1621). West Nile virus-infected cells, CPE inhibition; higher % means a stronger effect. CPE inhibition, % at 10 µM, or IC50 in µM where a hit was titrated. hit rate 0.02% among 290,000; in the data active means a potency from the dose series; inconclusive means CPE inhibition mostly from about 3.7% at the one dose, without a potency; inactive means the rest, 99 in 100 with CPE inhibition below about 2.2%; further: strong numbers were not always called active
# NS5 inhibitors pilot replicate – second read-out of NS5 inhibitors, no call of its own (marks repeat the call); inhibition, %; measured here: pilot screen replicate inhibition
# Starred values were filed as active, the others as inactive; ? = inconclusive; . = not tested or not shown; & = joins results of further samples. Hits appear at their usual frequency; 1.5% or so of the library scored in one or more.
SMILES,GPR35 arrestin U2OS,SV40 large T antigen,Rac1 GTP hydrolysis,ER stress rescue,RSV antiviral HEp-2,NS5 inhibitors,Salmonella PhoP GFP,LYP phosphatase,West Nile antiviral,others
CCCCC(C(=O)NC(=O)NCc1ccccc1)N1C(=O)c2ccccc2C1=O (stereo not drawn),-10%,4%,2%,1.3%,2.3%,-3%,4%,4%,0.4%,
COc1ccc(NC(=O)C2CCCN(S(=O)(=O)c3ccc4c(c3)CC(C)N4C(C)=O)C2)cc1 (stereo not drawn),3%,-1%,4%,.,0.6%,-3%,9%,-6%,0.6%,
CCCCOC(=O)CCCN1C(=O)/C(=C2\SC(=S)N(CCCC(=O)OCCCC)C2=O)SC1=S,12%,18%,.,.,-0.8%,.,2%,-4%,0.3%,
COc1ccc(OC)c(C2C(C(=O)c3ccco3)=C(O)C(=O)N2CCN2CCOCC2)c1 (stereo not drawn),8%,20%,7%,.,0.8%,-8%,1%,-6%,0.2%,
CC(CCCC(C)(C)O)NCCO (stereo not drawn),3%,.,11%,-0.9%,2.0%,-3%,.,-7%,1.1%,
CSCC[C@H](NC(=O)c1ccc(Cl)c(S(=O)(=O)N2CCCC2)c1)c1nc2ccccc2[nH]1,18%,10%,0%,-1.4%,0.3%,-7%,-10%,-1%,-0.2%,
O=c1[nH]nc(-c2ccc(F)cc2)cc1Cc1ccccc1,-2%,4%,10%,.,2.7%,-8%,-12%,-1%,-0.3%,
Cc1coc2c1c(C)cc1oc(=O)c(Cc3ccccc3)c(C)c12,16%,1%,7%,-1.7%,1.6%,-6%,-6%,-1%,0.5%,
O=C(CN(C1CC1)S(=O)(=O)c1ccc(S(=O)(=O)NC2CCCCC2)cc1)Nc1ccccc1,-4%,3%,7%,-0.7%,.,.,0%,4%,-0.4%,
O=c1cc(N2CCCCC2)nc2n1CCCS2,3%,4%,5%,-3.1%,0.3%,-6%,0%,-4%,-0.1%,
Cc1ccc(S(=O)(=O)CCC(=O)OCC(=O)Nc2cc(F)ccc2C)cc1,.,11%,1%,.,-0.9%,2%,7%,.,.,
Cc1cc(C)c(C(=O)CSc2nnc(C)s2)c(C)c1,-5%,1%,-1%,3.9%,0.2%,-1%,-2%,-9%,-0.2%,
CC(C)Oc1ccc(C(=O)OC(C)C(=O)Nc2nc(-c3cccc([N+](=O)[O-])c3)cs2)cc1 (stereo not drawn),7%,-9%,15%,-1.6%,18%,0%,4%,6%,-0.3%,
CSCC[C@H](NC(=O)C1CCN(S(=O)(=O)c2ccc(C)cc2)CC1)C(=O)NC1CCS(=O)(=O)C1 (stereo partly drawn),-2%,4%,1%,-0.8%,-0.2%,-3%,12%,-10%,-0.2%,
CCCCN(CCCNC(=O)CN1C(=O)COc2ccccc21)c1ccccc1,24%,3%,10%,-1.6%,11%,-4%,13%,2%,-0.8%,
COc1ccc(NC(=O)CSc2nnc3ccc(-c4cccnc4)nn23)cc1,.,12%,5%,.,-3.3%,-4%,4%,.,.,
COc1ccc2c(c1)[nH]c1c(N3CCN(Cc4ccc5c(c4)OCO5)CC3)ncnc12,8%,6%,?,2.5%,-1.5%,1%,36%,-8%,?,NS5 inhibitors pilot replicate=4.7
C=C[C@]1(C)C[C@@H](OC(=O)CSCCN(CC)CC)[C@]2(C)C(C)CC[C@]3(CCC(=O)[C@H]32)[C@@H](C)[C@@H]1O (stereo partly drawn),.,14%&24%,-3%&4%,.,-1.0%&-1.3%,13%&-3%,15%&17%,.,.,
CN(Cc1ccccc1)C(=O)COc1ccc(Br)cc1Cl,-13%,11%,6%,.,9.6%,-3%,2%,-3%,-0.2%,
CC(C)(C)OC(=O)N1CCCN(C(=O)Nc2ccc(C(F)(F)F)cc2)CC1,-8%,6%,.,.,4.1%,.,8%,-4%,-0.9%,
CCC1=NN(C(=O)Cc2ccc([N+](=O)[O-])cc2)C(O)(c2ccc(Br)cc2)C1 (stereo not drawn),-11%,9%,8%,-8.7%,14%,-6%,2%,-3%,-1.5%,
NCCSc1c(-c2ccc(F)cc2)[nH]c2ccccc12,8%,3%,11%,.,-1.8%,-6%,11%,-7%,-0.8%,
COc1ccc(CCN2CC(C(=O)N(C)CCc3cn[nH]c3)CCC2=O)cc1 (stereo not drawn),5%,.,7%,.,.,-8%,.,-8%,0.1%,
CCOC(=O)/C=C1\SCC(=O)N1CC(=O)NC12CC3CC(CC(C3)C1)C2,-3%,6%,5%,0.2%,1.9%,-10%,0%,-8%,0.1%,
O=C(COC(=O)CNC(=O)c1ccccc1)Nc1ccc(F)c([N+](=O)[O-])c1,-5%,9%,-2%,-3.0%,2.4%,3%,-2%,-4%,-0.6%,

# Brought forward from above: two entries; new compounds follow.
SMILES,GPR35 arrestin U2OS,SV40 large T antigen,Rac1 GTP hydrolysis,ER stress rescue,RSV antiviral HEp-2,NS5 inhibitors,Salmonella PhoP GFP,LYP phosphatase,West Nile antiviral,others
CCOC(=O)/C=C1\SCC(=O)N1CC(=O)NC12CC3CC(CC(C3)C1)C2,-3%,6%,5%,0.2%,1.9%,-10%,0%,-8%,0.1%,
O=C(COC(=O)CNC(=O)c1ccccc1)Nc1ccc(F)c([N+](=O)[O-])c1,-5%,9%,-2%,-3.0%,2.4%,3%,-2%,-4%,-0.6%,
COc1ccccc1C(=O)Nc1ccc(C(=O)c2ccccc2)cc1,-30%,1%,3%,-1.5%,1.1%,1%,-2%,0%,-0.3%,
CCCCc1nnc(NC(=O)C=C(C)C)s1,2%,-4%,-2%,0.6%,2.0%,-4%,-6%,-5%,-0.9%,
O=C(N/N=C/c1cccnc1)c1ccc2ccccc2c1O,5%,?,14%,.,0.6%,0%,-8%,3%,0.2%,
O=C(Cn1ccc2ccccc2c1=O)NCC(=O)N1CCN(c2ccccc2F)CC1,-8%,5%,6%,.,1.2%,-6%,1%,-10%,-0.3%,
COc1ccc(C(=O)Nc2cc3c(cc2N2CCCCC2)n(C)c(=O)n3C)cc1OC,2%,14%,7%,.,5.9%,3%,0%,6%,0.5%,
Cc1ccc(-c2cc(C(=O)Nc3nn[nH]n3)c3ccccc3n2)cc1,6%,12%,-2%,-2.0%,0.2%,2%,-5%,-4%,0.7%,
CCOc1ccc(-c2nc(CCl)cs2)cc1OC,0%,5%,3%,0.3%,9.5%,-19%,-3%,-7%,0.7%,
CC(OC(=O)c1ccccc1NCCO)C(=O)Nc1ccc(S(=O)(=O)N2CCOCC2)cc1 (stereo not drawn),.,24%,2%,.,2.6%,-4%,-3%,.,.,
N=c1c(-c2nc3ccccc3[nH]2)cc(C(=O)c2cccs2)nn1-c1ccccc1,-8%,1%,4%,1.1%,51%,-10%,2%,-6%,0.0%,
CC(C)Oc1cccc(C(=O)C2CCCN(C(=O)c3ccc4c(c3)OCO4)C2)c1 (stereo not drawn),-7%,9%,5%,.,17%,-8%,-7%,-5%,-0.2%,
Cc1ccc(OCCOC(=O)c2sc(=S)n(C)c2C)cc1,-6%,16%,-10%,-0.5%,1.5%,-5%,5%,-6%,0.4%,
O=C(CSc1nnc(-c2cccc(S(=O)(=O)N3CCCCC3)c2)o1)c1ccc[nH]1,13%,2%,6%,-0.8%,5.0%,-8%,5%,-1%,0.5%,
COc1ccc(CCN(Cc2cccs2)S(=O)(=O)c2ccc(C(=O)O)cc2)cc1OC,5%,2%,-7%,-0.8%,2.3%,4%,0%,-2%,0.1%,
CCc1c(O)cc(=O)n(-c2ccccc2)c1-c1ccccc1,-8%,6%,0%,-1.1%,1.8%,0%,-1%,3%,0.1%,
COC(=O)C1(C)NC(c2ccc(OC)cc2)C2C(=O)N(c3ccccc3)C(=O)C21 (stereo not drawn),-1%,14%,10%,.,1.8%,3%,-9%,-5%,0.0%,
COC(=O)[C@@H]1CC[C@H](C)[C@@H](c2ccc(C)cc2)N1C(=O)c1ccc(/C=N/O[C@@H](C)CN2CCCCc3nc(C)c(C)cc32)cc1,-10%,4%,.,-1.8%,1.0%,.,0%,2%,.,
CCOC(=O)c1cnc(-c2ccccc2)nc1N1CC(C)OC(C)C1 (stereo not drawn),-2%,3%,7%,2.2%,1.0%,-9%,-8%,-7%,0.7%,
CCCN(CC(=O)Nc1ccc(Cl)cc1Cl)C(=O)/C=C/c1ccco1,1%,8%,3%,0.7%,2.7%,-8%,-5%,0%,.,
COc1ccc(/C=C(\NC(=O)c2ccccc2Cl)C(=O)NCCCC(=O)O)cc1,6%,11%,0%,-1.8%,.,-1%,-3%,-2%,0.1%,
CSc1ccc(NC(=O)/C=C/C(=O)O)cc1,-7%,6%,16%,.,2.5%,-7%,-4%,-7%,0.0%,
CCn1c(SCC(=O)NCC2CCCO2)nc2c([nH]c3ccccc32)c1=O (stereo not drawn),-8%,6%,8%,.,1.9%,1%,-6%,-3%,0.3%,
O=C(Nc1ccc(NC(=S)NC(=O)c2cccs2)cc1)c1ccccc1,-1%,4%,8%,24%,2.4%,-7%,12%,-5%,-0.8%,
COc1cc(CNCc2cccs2)ccc1OCc1ccccc1,13%,0%,3%,0.1%,-1.1%,-6%,15%,-10%,-0.7%,
CCN(CC)c1nc(-c2ccccn2)nc(-c2ccccc2)c1C#N,16%,27%,7%,.,?,-8%,-3%,5%,0.1%,
O=C(Oc1c(-c2ccccc2)c(=O)n2c3c(cccc13)CC2)c1cccc([N+](=O)[O-])c1,-9%,14%,.,.,2.6%,.,-8%,6%,0.3%,

# More results follow:
SMILES,GPR35 arrestin U2OS,SV40 large T antigen,Rac1 GTP hydrolysis,ER stress rescue,RSV antiviral HEp-2,NS5 inhibitors,Salmonella PhoP GFP,LYP phosphatase,West Nile antiviral,others
CCN(CC)P(=O)(Nc1ccc(C)cc1Br)c1ccc(N(C)C)cc1NC(=O)c1ccco1 (stereo not drawn),3%,4%,2%,21%,1.6%,-2%,-2%,6%,-1.5%,
O=C(NCc1ccccc1)/C(=C\c1ccc([N+](=O)[O-])cc1)NC(=O)c1ccco1,-15%,3%,5%,.,0.6%,4%,4%,-4%,-0.6%,
CC1=C(C(=O)Nc2ccccc2)C(c2ccco2)n2ncnc2N1 (stereo not drawn),-2%,1%,9%,-2.6%,0.3%,-6%,-9%,-4%,-0.2%,
CC1(C)CC(=O)C2=C(C1)Nc1ccccc1NC2c1nc2ccccc2[nH]1 (stereo not drawn),-2%,5%,9%,-1.4%,0.9%,2%,1%,1%,0.2%,
CCCCOc1cccc(C(=O)Nc2ccccc2N2CCCC2)c1,9%,4%,.,.,3.2%,1%,7%,3%,-1.2%,
O=C(Nc1ccc([N+](=O)[O-])c(NC(=O)C2CCCO2)c1)C1CCCO1 (stereo not drawn),-11%,8%,-1%,0.8%,1.0%,-1%,-6%,-4%,0.1%,

# Screens from PubChem BioAssay.
